Apaf1 inhib = blocks human Apaf-1 apoptosome activity; O14727; reconstituted apoptosome caspase-3 activity, DEVD-Rh110 fluorescence; inhibition, % at 20 µM; 0.71% of 330,000 active; AID 489030; active means inhibition of at least 40% at 20 µM;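 further: plate controls were DMSO wells for no effect and DEVD-CHO caspase inhibitor wells for full effect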
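System: reconstituted apoptosome with Apaf-1, cytochrome c, caspase-9, procaspase-3, dATP; Signal: Rh110 fluorescence intensity; Schedule: 30 min compound preincubation, 50 min activation, room temperature; Reagent: cytochrome c trigger plus (Z-DEVD)2-Rh110 caspase-3 substrate.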
Gli-Sufu antag = antagonists of Gli-Sufu signaling; inhibition, % at 5 µM; Sufu-KO-LIGHT fibroblasts, Gli luciferase reporter luminescence; 0.74% of 340,000 active; AID 588413;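 active means inhibition above about 55%, limit read from the data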;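 further: 0% = DMSO-treated cells and 100% = wells with medium but no cells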
Jurkat NFkB inh = lowers PMA/ionomycin-induced NF-kB signal in Jurkat cells. PMA/ionomycin-induced NF-kB luciferase reporter, luminescence. inhibition, % at 4 µM. 0.53% of 330,000 active
HKDC1 inh = inhibitors of human hexokinase HKDC1; recombinant HKDC1, G6PDH/diaphorase resazurin coupled fluorescence; inhibition, % at 20 µM; 0.16% of 340,000 active; AID 493160;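 active means inhibition above about 35% when tested at 20 µM, limit read from the data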;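 further: plate controls were DMSO wells with enzyme for no effect and DMSO wells lacking enzyme for full effect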
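Test system: HK5 enzyme. Quantity: 5 µg/mL HK5 final. Reagent: glucose and ATP substrates. Schedule: 90 min reaction incubation at room temperature, dark. Technique: resazurin-to-resorufin fluorescence via G6PDH and diaphorase coupling, 525/613 nm. Control set: DMSO wells with and without enzyme mix.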
697 NFkB inh = inhibitors of the PMA/ionomycin-induced NF-kB reporter in 697 B cells. 697 B-cell NF-kB luciferase reporter, 16 h. inhibition, % at 4 µM. 0.33% of 330,000 active. AID 435022; in the data active means inhibition above about 35%
SENP8 inh = SENP8 protease inhibition; Q96LD8; purified SENP8, Z-RLRGG-aminoluciferin cleavage, luminescence; 1.2% of 330,000 active; inhibition, % at 10 µM
Target sequence (Q96LD8 whole entry, looked up): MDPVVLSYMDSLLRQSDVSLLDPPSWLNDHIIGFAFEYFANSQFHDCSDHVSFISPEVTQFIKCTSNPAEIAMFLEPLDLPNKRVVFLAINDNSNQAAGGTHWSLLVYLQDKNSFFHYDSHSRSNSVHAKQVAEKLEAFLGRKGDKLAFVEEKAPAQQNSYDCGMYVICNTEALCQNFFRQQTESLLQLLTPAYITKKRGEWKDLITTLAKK
UBC13 polyUb = inhibitors of human UBC13 polyubiquitin chain formation | TR-FRET | inhibition, % at 20 µM | 0.47% of 330,000 active; in the data active means inhibition above about 45%, passing the limit was not always enough
Target sequence (P61088 whole entry, looked up): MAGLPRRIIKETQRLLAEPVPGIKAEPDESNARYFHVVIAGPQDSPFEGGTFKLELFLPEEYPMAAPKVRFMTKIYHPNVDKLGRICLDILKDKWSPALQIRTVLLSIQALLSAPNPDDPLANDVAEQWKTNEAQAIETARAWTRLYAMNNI
SENP7 inh = SENP7 protease inhibition | Q9BQF6 | recombinant SENP7, Z-RLRGG-aminoluciferin luminescence, 40 min | inhibition, % at 5 µM | 1.5% of 330,000 active;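 active means inhibition above about 50% at the single test dose, limit read from the data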;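 further: plate controls were DMSO with enzyme for no effect and no enzyme buffer wells for full effect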
Target sequence (Q9BQF6 706-1050 limits assumed): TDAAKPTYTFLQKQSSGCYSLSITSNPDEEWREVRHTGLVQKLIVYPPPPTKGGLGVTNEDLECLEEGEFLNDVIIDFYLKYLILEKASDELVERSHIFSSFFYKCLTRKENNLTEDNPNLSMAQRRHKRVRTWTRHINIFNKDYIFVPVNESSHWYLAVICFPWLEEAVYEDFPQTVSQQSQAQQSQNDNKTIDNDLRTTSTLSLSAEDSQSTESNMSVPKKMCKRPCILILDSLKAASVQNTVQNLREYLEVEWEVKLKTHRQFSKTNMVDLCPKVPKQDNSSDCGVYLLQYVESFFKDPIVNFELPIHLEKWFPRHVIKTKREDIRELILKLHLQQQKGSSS
Numbers without * were called inactive; · = not tested or not shown. Unless noted, no stated cut-off is given here; in the data, active means inhibition above about 50%; inactive means the rest.

SMILES | Apaf1 inhib | Gli-Sufu antag | Jurkat NFkB inh | HKDC1 inh | 697 NFkB inh | SENP8 inh | UBC13 polyUb | SENP7 inh
NC(=O)CC(NC(=O)Cc1ccc(Br)cc1)c1ccc(N2CCc3ccccc3C2)c([N+](=O)[O-])c1 (stereo not given) | 35 | -10 | 0 | -1 | 17 | -8 | 30 | 0
CC(=O)Nc1ccc(NC(=O)Cc2sc(-c3cccnc3)nc2-c2ccc(C)cc2)cc1 | -9 | -6 | 7 | 6 | 3 | -3 | -5 | 6
CCC(=O)Nc1nc(-c2ccc3c(c2)OCCO3)cs1 | 2 | -92 | -117 | -1 | -173 | 25 | 8 | 11
Nc1nnc(-c2ccc(F)cc2)s1 | 1 | 31 | -3 | -3 | -6 | -7 | -6 | -4
O=Cc1ccc(-n2cncn2)cc1 | -2 | -16 | -1 | -7 | -16 | -5 | -4 | -6
CC(Sc1nnc(-c2cccnc2)n1-c1ccccc1F)C(=O)N1CCCc2ccccc21 (stereo not given) | 2 | · | -1 | · | -11 | -1 | 6 | 1
Cc1cccnc1CCNCc1c(C(=O)N2C[C@@H](C)O[C@@H](C)C2)nc2ccc(Cl)cn12 | 7 | 10 | 0 | -6 | -16 | -7 | -5 | -15
Nc1ncc([N+](=O)[O-])cc1Br | -7 | -8 | -5 | 6 | 8 | -8 | -1 | 5
COC(=O)c1ccc(-c2noc(CN(C)CC3CCCCO3)n2)cc1 (stereo not given) | -4 | -49 | -12 | 0 | -63 | -7 | -9 | 2
COC(=O)c1cnn(-c2nc(-c3ccccc3)cs2)c1N | 4 | -31 | -49 | -4 | -59 | -21 | -2 | 27
O=C(O)c1ccc2c(c1)C(=O)N(Cc1ccco1)C2=O | 5 | -10 | 4 | 1 | -2 | -12 | -2 | 2
O=C(NCCSc1ccccn1)c1ccc(Cl)cc1 | 3 | -127 | -118 | 0 | -135 | -10 | -1 | -5

Continued; it opens with the 3 that closed the last part.
SMILES | Apaf1 inhib | Gli-Sufu antag | Jurkat NFkB inh | HKDC1 inh | 697 NFkB inh | SENP8 inh | UBC13 polyUb | SENP7 inh
COC(=O)c1cnn(-c2nc(-c3ccccc3)cs2)c1N | 4 | -31 | -49 | -4 | -59 | -21 | -2 | 27
O=C(O)c1ccc2c(c1)C(=O)N(Cc1ccco1)C2=O | 5 | -10 | 4 | 1 | -2 | -12 | -2 | 2
O=C(NCCSc1ccccn1)c1ccc(Cl)cc1 | 3 | -127 | -118 | 0 | -135 | -10 | -1 | -5
CCC(C)NC(=O)CN(c1ccc2c(c1)OCO2)S(=O)(=O)c1c(C)n[nH]c1C (stereo not given) | -2 | 1 | 0 | -1 | 12 | -4 | -4 | -2
CCOC(=O)c1c(S(=O)(=O)NCC(=O)NCc2ccccc2)c(C)n(C)c1C | -7 | 6 | -7 | -1 | 4 | -20 | -2 | 8
Cc1c(C)c2c(OCC(=O)N3CCC[C@H]3C(=O)O)cc3c(c2oc1=O)CCC(C)(C)O3 | -1 | 7 | 5 | 3 | 21 | -3 | 13 | 0
Cc1ccc(NC(=O)COC(=O)c2ccc(Cl)nc2)cc1S(=O)(=O)N1CCCCC1 | 8 | -5 | 6 | -3 | 3 | -4 | 2 | 6
OCCN(CCO)c1ccc(C(c2ccccc2Cl)c2ccc(N(CCO)CCO)cc2Cl)c(Cl)c1 | 12 | -4 | -10 | -2 | -58 | -9 | 4 | -7
Cc1ccc(N2CC(C(=O)OCC(=O)Nc3ccccc3F)CC2=O)cc1 (stereo not given) | 2 | -8 | -5 | -5 | 7 | -11 | -2 | -1
CCc1nc2ccc(C(=O)NCc3ccc(C)o3)cc2nc1CC | 2 | 17 | 10 | -2 | 8 | 5 | -7 | 2
Cc1cc(OC(=O)c2ccc(OC(C)C)cc2)c([N+](=O)[O-])c(=O)[nH]1 | -6 | 2 | -1 | -3 | 1 | 1 | 2 | -2
Cc1ccc(C(=O)NCC(=O)N(C)CC(=O)Nc2c(Cl)cccc2Cl)s1 | 6 | -13 | 11 | -9 | -1 | -5 | -4 | -15
COc1ccc(CCNC(=O)c2cnc(C)cn2)cc1 | 5 | -11 | -15 | -3 | 10 | 6 | -2 | 3
CCCCNC(=O)Cn1c(-c2ccc(OC)cc2)noc1=O | -12 | 5 | 9 | -5 | -9 | 0 | -6 | 5
Cn1cc(CCCC(=O)NCc2ccccc2)c2ccccc21 | 3 | 4 | 7 | 1 | -8 | -1 | 10 | -3
COc1ccc(NC2=Nc3cccc4cccc2c34)cc1OC | 8 | 3 | 7 | 5 | 10 | -5 | -18 | -2
CN(C)S(=O)(=O)c1ccc(N2CCCC2)c(C(=O)Nc2ccccc2F)c1 | 4 | 1 | 0 | -3 | 5 | 5 | -6 | 1
CCOC(=O)C(NC(=O)CC)(Nc1ccccc1)C(F)(F)F (stereo not given) | -4 | -3 | 7 | -8 | 2 | -5 | -8 | 0
CCCOc1ccc(/C(O)=C2/C(=O)C(=O)N(CCCn3ccnc3)C2c2cccnc2)cc1 (stereo not given) | 7 | 0 | -8 | -1 | 15 | 4 | -12 | -5
CCOc1ccc(C2C(C(=O)OC)=CN(C(C)c3ccccc3)C=C2C(=O)OC)cc1 (stereo not given) | 14 | -8 | 18 | -4 | 17 | 2 | 17 | 1
CCCC1NC(=O)NC(C)=C1C(=O)OCC (stereo not given) | -10 | 3 | 4 | 8 | 15 | 9 | 10 | 1
CC1CC(C)CN(S(=O)(=O)CCNC(=O)c2ccc3c(c2)OCO3)C1 (stereo not given) | 5 | -5 | 14 | -5 | 11 | 7 | 1 | 8
CC(=O)c1cccc(N(C(=O)CNC(=O)c2cccs2)C(C(=O)NCC2CCCO2)c2ccccc2)c1 (stereo not given) | 5 | 2 | -6 | -3 | 0 | -8 | -5 | -1
O=C(NCCCn1ccnc1)Nc1ccc(Cl)c(Cl)c1 | -14 | 6 | 2 | 0 | -9 | -9 | 6 | 3
CCN1CCN(C(=O)c2ccc3c(c2)N(Cc2ccccc2F)C(=O)c2ccccc2S3(=O)=O)CC1 | 3 | 5 | -1 | -6 | -16 | 0 | -2 | -1
Cc1cc(C)c(NC(=O)CS(=O)CC(=O)NCCCc2ccccc2)c(C)c1 (stereo not given) | -3 | -7 | 10 | -12 | 3 | -4 | 6 | 4
Cc1cc(C)c(C(=O)Nc2ccc(Br)c(C(F)(F)F)c2)c(C)c1 | 9 | 2 | -4 | 13 | -20 | -8 | -14 | -4
Cc1nn(C(C)C(=O)NCCCN2CCCCCC2)c(=O)c2c1sc1ccccc12 (stereo not given) | 17 | -6 | -5 | -6 | -12 | 2 | 21 | -5
COc1cccc(NS(=O)(=O)c2cn(C)c(=O)n(C)c2=O)c1 | -10 | -5 | 17 | -1 | 10 | 10 | 2 | -2
CCCCOC(=O)Nc1ccc(N(C)C)cc1 | 5 | -87 | -77 | -12 | -39 | 7 | 4 | 4
CCn1c2ccccc2c2nnc(SCC(=O)NCc3cccs3)nc21 | 11 | 5 | -3 | 19 | 9 | 8 | -8 | 8
O=C(Nc1ccc(Br)cc1)Nc1cnccn1 | 8 | -23 | -19 | -3 | 4 | -3 | 2 | 2
O=S(=O)(Nc1ncnc2sc3c(c12)CCC3)c1cc(F)ccc1F | -22 | 10 | 3 | -3 | 14 | 1 | 17 | -3
COc1ccc2cc(S(=O)(=O)N3CCN(C)CC3)ccc2c1 | -5 | -2 | 14 | -2 | 28 | 0 | 3 | -4
Cc1cc[n+](CC(=O)c2cccc([N+](=O)[O-])c2)c2ccccc12 | 14 | 13 | 0 | -6 | -1 | -8 | 6 | 7
Brc1ccccc1C1=Nn2c(nnc2-c2ccccc2)SC1 | 7 | 7 | 1 | 0 | -27 | 0 | -4 | 6
O=C(Nc1cccc(NC(=O)c2ccco2)c1)c1ccc2c(c1)OCCO2 | 0 | -10 | -9 | -6 | -1 | -6 | 5 | 14
Cc1ccc(S(=O)(=O)NC(CCC(N)=O)C(=O)NCc2ccc3c(c2)OCO3)c(C)c1 (stereo not given) | -8 | -10 | -1 | -4 | -6 | -11 | -4 | -9
COc1cc(CN2CCCC(C)C2)ccc1OCc1ccccc1 (stereo not given) | -9 | 42 | -25 | 0 | -14 | -10 | 6 | 5
CCOC(=O)[C@H]1[C@H]2COc3ccc(Cl)cc3[C@@H]2N2C(=O)CN(Cc3ccc(Cl)cc3)C(=O)[C@@]12C | 25 | 2 | 16 | 5 | 15 | 9 | 12 | 3
C=CCOC(=O)/C(=C\c1ccccc1)NC(=O)c1ccc(C)cc1 | -5 | -32 | -41 | -5 | -34 | -1 | 8 | 5
COc1cc2c(cc1OC)[C@@H](NC(=O)COc1ccccc1)[C@H](OCc1ccccc1)C2 | 18 | -9 | · | -3 | -7 | · | · | 11
CCCc1nc2ccc(NC(C)=O)cc2c(=O)n1Cc1ccc(Cl)cc1 | 8 | -73 | -58 | -3 | -106 | -3 | 4 | 4
COc1ccc2c(c1)c1c(n2C(C)=O)C(OC(C)=O)=NCC1 | -2 | -24 | 32 | 2 | 2 | -1 | 12 | 2
Cn1nccc1CNC(=O)c1c(Cl)cnn1C | 3 | 24 | -16 | -3 | 0 | 1 | -1 | 10
COc1ccc(-c2cc(-c3n[nH]c(=S)n3-c3cccc4ccccc34)[nH]n2)cc1 | 17 | 3 | -4 | -4 | 8 | -1 | 4 | 9
Cn1c(=O)[nH]c(=O)c2c1nc(Br)n2CC(O)COCc1ccccc1 (stereo not given) | 7 | 0 | -3 | -4 | 7 | 1 | -7 | 13
CC(=O)CCC(=O)OCC(=O)Nc1ccc(SC(F)F)cc1 | -1 | -11 | -10 | -3 | 4 | -12 | -2 | -9
CC(C)N(C(C)C)S(=O)(=O)c1ccc(NN)nc1 | -9 | -17 | -4 | -2 | -4 | 3 | 6 | 0
Cc1ccc(C(=O)O)cc1NC(=O)C1CCCN1S(=O)(=O)c1cccc2nsnc12 (stereo not given) | 8 | -5 | -3 | -2 | 1 | 0 | 0 | 4
O=C(CSC(=S)N1CCCCC1)N1N=CCC1c1ccccc1 (stereo not given) | 5 | -31 | -17 | -6 | 7 | -7 | -13 | -5
Cc1ccc(NC(=O)c2ccc(F)c(S(=O)(=O)N3CCOCC3)c2)cc1F | 2 | 4 | -4 | -4 | -18 | -5 | 6 | 4
CCOC(=O)N1CCN(c2cc(=O)n(-c3ccc(Br)cc3)c(=O)[nH]2)CC1 | -6 | -2 | -9 | -8 | 14 | -7 | -4 | 9
Cc1cccc(NC(=S)NCc2ccccn2)c1 | -2 | -4 | -14 | 1 | -28 | -6 | 0 | -1
O=C(Nc1ccc(S(=O)(=O)NC2=NCCCCC2)cc1)c1ccc(=O)[nH]c1 | -10 | -9 | -4 | 12 | 2 | 3 | 14 | -4
CC(=O)Nc1ccc(S(=O)(=O)N(C#N)c2nc(C)cc(C)n2)cc1 | -2 | -5 | -12 | 1 | 4 | 2 | 0 | 8
Cn1c(SCC(=O)NCc2ccc3c(c2)OCO3)nnc1-c1cc2ccccc2cc1O | 12 | 7 | 4 | 2 | 21 | -5 | 10 | 0
CC(=O)c1cccc(S(=O)(=O)NC2CC2)c1 | -1 | 5 | 1 | -2 | 5 | 3 | 2 | 1

Sorted by SMILES length (high to low): part of the list above
SMILES | Apaf1 inhib | Gli-Sufu antag | Jurkat NFkB inh | HKDC1 inh | 697 NFkB inh | SENP8 inh | UBC13 polyUb | SENP7 inh
CCOc1ccc(C2C(C(=O)OC)=CN(C(C)c3ccccc3)C=C2C(=O)OC)cc1 (stereo not given) | 14 | -8 | 18 | -4 | 17 | 2 | 17 | 1
O=C(Nc1ccc(S(=O)(=O)NC2=NCCCCC2)cc1)c1ccc(=O)[nH]c1 | -10 | -9 | -4 | 12 | 2 | 3 | 14 | -4
CCCc1nc2ccc(NC(C)=O)cc2c(=O)n1Cc1ccc(Cl)cc1 | 8 | -73 | -58 | -3 | -106 | -3 | 4 | 4
O=C(O)c1ccc2c(c1)C(=O)N(Cc1ccco1)C2=O | 5 | -10 | 4 | 1 | -2 | -12 | -2 | 2
COC(=O)c1cnn(-c2nc(-c3ccccc3)cs2)c1N | 4 | -31 | -49 | -4 | -59 | -21 | -2 | 27

Bioassay records (PubChem)
